From PubChem BioAssay
Abeta yeast res = restores growth of yeast expressing A-beta42 peptide; yeast expressing A-beta42, growth rescue, OD600, 48 h; response scale: 0% DMSO, 100% iron-clioquinol control; Potency, µM (titrated, usually from 46.1 µM), for inactives: top-dose growth rescue, most hits filed as activators; 0.063% of 410,000 active; AID 1347071; also: nearly all actives have a fitted effect of over 55% in size
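Yeast A-beta toxicity model in growth medium with pinned compounds, 48 h at 30 C; growth read as absorbance at 600 nm. Normalized to FeCl3/clioquinol equimolar mix (positive) and DMSO (negative).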
FUS yeast rescue = FUS proteinopathy suppression in yeast; S. cerevisiae FUS-expressing, growth rescue, OD600, 24 h; Potency, µM (titrated, usually from 76.6 µM), without a hit: top-dose growth rescue (activation), most hits filed as activators; 0.24% of 390,000 active; AID 1347120;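 also: plate controls were DMSO vehicle for no effect and reference control for full effect; nearly all actives have a fitted effect of over 55% in size; some results filed as inactive show a strong effect at the top dose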
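Quantitative HTS measuring growth restoration of FUS-toxic yeast. Galactose-induced cells (OD 0.005) were exposed 24hr at 30C to compounds at several concentrations, then absorbance at 600 nm was recorded.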
Starred values were filed as active, the others as inactive; ? = inconclusive; . = no result given; [ ] = remark or other dose. Calls follow the shape of the dose curve; as a rule, active = well fitted activation curve with a large enough effect; inconclusive = small, poorly fitted or top-dose-only effect; inactive = no such curve, though single readings can be large or run the other way. Potency is read from the fitted curve at half-maximal effect. Not all compounds are listed; rates above refer to the full screens.

SMILES | Abeta yeast res | FUS yeast rescue
COc1ccc(CN(C(=O)Nc2ccccc2)c2ccccn2)cc1OC | 6% | 37%
CC(C)(C)NC(=O)N1CCC(C(=O)O)CC1 | -8% | -21%
CCOC(=O)c1[nH]c(C)c(CCC(=O)NCc2cccc(Cl)c2)c1C | -9% | -11%
Cc1ccc(-n2ncc3c(N4CCN(CCO)CC4)ncnc32)cc1Cl | -30% | -13%
COc1ccc(S(=O)(=O)c2c(C(=O)c3ccc(C)c(C)c3)cnc3ccc(F)cc23)cc1 | -4% | 26%
COC(=O)c1cc2oc3ccccc3c2n1CC(=O)Nc1ccc(Cl)cc1F | -9% | -11%
O=C(Cn1cc(C(=O)c2ccccc2)c(=O)c2cc3c(cc21)OCCO3)Nc1ccc(F)c(F)c1 | -16% | -13%
CCOC(=O)c1c(C)[nH]c(C)c1S(=O)(=O)NCC(=O)N1CCN(c2cccc(C)c2)C(C)C1 (centres undefined) | -18% | 25%
CCCNC(=O)CN1C(=O)c2c(c3ccccc3n2C)C1c1ccc(OC)cc1 (centres undefined) | 7% | 33%
CCOc1ccc(CNC(=O)Cn2ccc3cc(S(=O)(=O)N4CCCCC4)ccc32)cc1 | -10% | 16µM*
CN(c1ccccc1)S(=O)(=O)c1nnc(NC(=O)c2cccs2)s1 | -8% | -9%
Cc1cc(=O)n2nc(N3CCC(C(=O)Nc4ccc(C(C)C)cc4)CC3)sc2n1 | -16% | 1%

One compound at a time, from the list above. Values in the order: Abeta yeast res, FUS yeast rescue
Shown for COc1ccc(CN(C(=O)Nc2ccccc2)c2ccccn2)cc1OC : 6%, 37%
Shown for O=C(Cn1cc(C(=O)c2ccccc2)c(=O)c2cc3c(cc21)OCCO3)Nc1ccc(F)c(F)c1 : -16%, -13%

(listing goes on)
SMILES | Abeta yeast res | FUS yeast rescue
N#Cc1ccc(NS(=O)(=O)c2ccc(-c3cnc(C4CC4)o3)cc2)cc1 | 7% | 35%
CCOc1ccccc1NC(=O)N1CCC2(CC1)Oc1ccccc1C(=O)N2Cc1ccccc1F | -15% | ?
Cn1ncc2c(N3CCN(c4ccc(F)cc4)CC3)ncnc21 | -11% | 3%
Cc1cccc(NC(=O)CCn2nc(-c3ccccc3)c3ccccc3c2=O)c1 | -1% | ?
COc1ccc(NC(=O)C2CCCN(S(=O)(=O)c3cn(C)cn3)C2)cc1Cl (centres undefined) | -16% | 6%
COc1ccc(N(CC(=O)N2CCN(c3ccccc3)CC2)S(=O)(=O)c2c(C)nn(C)c2C)cc1 | -4% | 1%
Cc1ccc(Cn2c(CNC(=O)CCc3ccccc3)nc3cccnc32)cc1 | -8% | 12%
COc1cccc(OC(=O)CSc2nnc(-c3cccs3)o2)c1 | -9% | -11%
CC(=O)N1CCCc2cc(S(=O)(=O)N(C)CC(=O)Nc3ccc(C)cc3C)ccc21 | -11% | 4%
Cc1ccc(NCc2cc3cc4c(cc3n(CC(=O)Nc3ccc(F)cc3F)c2=O)OCCO4)cc1 | -19% | 5%
CSc1nn(CC(=O)Nc2ccc(C)cc2C)c(N)c1S(=O)(=O)c1ccc(Cl)cc1 | 0% | -26%
O=S(=O)(c1ccccc1)c1nnn2c1nc(NCc1ccccc1)c1sccc12 | -7% | -24%
CC(C)c1ccc(NC(=O)C(Cc2ccccc2)n2cccc2)cc1 (centres undefined) | 11% | 13%
O=C(c1ccc(Cl)cc1)N(Cc1ccco1)Cc1ccco1 | -3% | 4%
CCc1nnc(SC(CC)C(=O)Nc2cc(C)ccc2C)c2cc3occc3n12 (centres undefined) | -3% | -30%
CCc1c(C)nc2nncn2c1NCc1ccc(OC)cc1 | -11% | -16%
CNc1ccc(-c2nc(-c3ccccn3)no2)cc1[N+](=O)[O-] | -22% | 17%
COc1ccc(CNC(=O)c2cnc3ccc(C)cn3c2=O)cc1 | -11% | -21%
O=C(NCC(c1ccc(Cl)cc1)N1CCCCC1)c1ccccc1 (centres undefined) | 1% | 3%
CCc1ccc(S(=O)(=O)N(C(=O)c2ccncc2)c2ccc3oc(C)c(C(=O)OC)c3c2)cc1 | 8% | 24%
COCCCNC(=O)C1CCN(c2nnc(-n3cccc3CNc3ccc(C)cc3)s2)CC1 | 6% | 23%
Cc1cc(C)n2nc(CNS(=O)(=O)c3cccc(Cl)c3)nc2n1 | -4% | -19%
Cc1cccc(NC(=O)C2CCN(c3cnccn3)CC2)c1 | . | -1%
CC(C)Oc1ccc(CN2CCc3nc(Nc4ccc5c(c4)OCCO5)ncc3C2)cc1 | -1% | -9%

In the list so far, these contain a Cl atom.
SMILES | Abeta yeast res | FUS yeast rescue
CCOC(=O)c1[nH]c(C)c(CCC(=O)NCc2cccc(Cl)c2)c1C | -9% | -11%
Cc1ccc(-n2ncc3c(N4CCN(CCO)CC4)ncnc32)cc1Cl | -30% | -13%
COC(=O)c1cc2oc3ccccc3c2n1CC(=O)Nc1ccc(Cl)cc1F | -9% | -11%
COc1ccc(NC(=O)C2CCCN(S(=O)(=O)c3cn(C)cn3)C2)cc1Cl (centres undefined) | -16% | 6%
CSc1nn(CC(=O)Nc2ccc(C)cc2C)c(N)c1S(=O)(=O)c1ccc(Cl)cc1 | 0% | -26%
O=C(c1ccc(Cl)cc1)N(Cc1ccco1)Cc1ccco1 | -3% | 4%
O=C(NCC(c1ccc(Cl)cc1)N1CCCCC1)c1ccccc1 (centres undefined) | 1% | 3%
Cc1cc(C)n2nc(CNS(=O)(=O)c3cccc(Cl)c3)nc2n1 | -4% | -19%

Continuation:
SMILES | Abeta yeast res | FUS yeast rescue
CCC(=O)N1CCc2cc(Br)cc(S(=O)(=O)CCC(=O)Nc3ccc(C)c(F)c3)c21 | -14% | -20%
O=C(c1cccs1)N1CCCc2cc(NS(=O)(=O)c3ccc(F)cc3)ccc21 | -16% | 36%
Cc1noc(C)c1S(=O)(=O)N1CCC(C(=O)N2CCN(c3ccccc3)CC2)CC1 | -10% | 10%
COc1cc2c(C(=O)N(C)c3cccc(C(F)(F)F)c3)cn(CC(C)C)c(=O)c2cc1OC | -15% | 35%
CCCOCc1cc(CN2CCN(c3ccccc3OC)CC2)c(O)c2ncccc12 | -17% | 25%
O=C(CSC1=Nc2ccccc2N=C(c2ccc(F)cc2)C1)Nc1cccc(C(F)(F)F)c1 | 2% | 32%
CCOc1ccc(NC(=O)NCCc2c(C)nn(C)c2C)cc1 | 0% | -5%
Cc1cccn2c(=O)c(/C=C(\C#N)c3nc4ccccc4n3C)c(Oc3ccc(Cl)cc3)nc12 | 2% | 3%
CCc1cccc(NC(=O)CSc2n[nH]c(-c3ccccc3Cl)n2)c1 | 10% | -7%
CC(C)(C)c1ccc(OCCn2cc(C(=O)c3ccco3)c3ccccc32)cc1 | 1% | 10%
O=C(CN1CCN(Cc2ccccc2F)C1=O)NCc1ccccc1 | -7% | 16%
CCc1ccc(-n2c(SC(CC)C(=O)N(CC)CC)nc3n[nH]c(C)c3c2=N)cc1 (centres undefined) | 2% | 5%
CCOc1ccccc1C(=O)Nc1ccc(S(=O)(=O)Nc2nc(C)cc(C)n2)cc1 | -13% | 2%
Cc1cn2c(=O)cc(COC(=O)c3cccc(NC(=O)c4ccccc4Cl)c3)nc2s1 | -3% | 1%
COc1ccc(Oc2c(C(F)(F)F)oc3c(CN4CCCC(C)C4)c(O)ccc3c2=O)cc1 (centres undefined) | -1% | 23%
O=C(COC(=O)c1cccc(NC(=O)c2ccc(Br)cc2)c1)c1ccc(Br)cc1 | 3% | -6%
COc1cccc(CNC(=O)c2cnc(N3CCCC3)nc2C)c1 | 3% | -12%
CCCCNc1nc(Oc2ccc(OCC)nn2)nc(N2CCOCC2)n1 | -7% | -6%
Cc1ccc(C)c(S(=O)(=O)c2nnn3c2nc(N2CCN(C)CC2)c2sccc23)c1 | -7% | 11%
Cc1nn(-c2nc(-c3ccc(F)cc3)cc(C(F)(F)F)n2)c(C)c1Br | -17% | -19%
CCN(CC)CCNC(=O)c1ccc(-n2c(-c3ccccc3)cc3c2CCCC3)cc1 | -17% | 12%
CCOC(=O)C(C)NC(=O)c1c2c(nc3ccccc13)C(=O)N(C1CCCCC1)C2 (centres undefined) | -4% | 7%
CCN1CCC(N(Cc2ccc(F)cc2)C(=O)Nc2cc(Cl)ccc2C(=O)OC)CC1 | -16% | 25%
CCOc1ccc(CNC(=O)c2ccc(NC(=O)N3CCSc4ncccc43)cc2)cc1OC | 6% | 3%
COc1cc(Cl)c(NC(=O)c2cc3ccccn3n2)c(OC)c1 | -26% | 20%
COc1ccc(N2CCN(C(=O)c3cn(CC(C)C)c(=O)c4c3c3ccccc3n4C)CC2)cc1 | -28% | ?
CCn1c(=NC(=O)c2ccc3c(c2)OCCO3)sc2c(C)ccc(OC)c21 | 1% | -10%
COc1ccc(NC(=O)CSc2nc(-c3ccccc3)cc(-c3cc(OC)c(OC)c(OC)c3)c2C#N)c(OC)c1 | -20% | -2%
N#C/C(=C\c1ccc(Br)cc1)c1nc(-c2cc3cc(Br)ccc3oc2=O)cs1 | -1% | -20%
CCOc1ccc(CCNC(=O)CCn2c(=O)c3cccn3c3cccnc32)cc1 | -14% | -21%
CCOc1ccccc1CNC(=O)c1cc2c(=O)n(Cc3ccccc3)ccc2nc1C | -2% | ?
CCOc1ccccc1Nc1nc2ccccc2nc1NS(=O)(=O)c1ccc(Cl)cc1 | -16% | -17%
CCOc1ccc(Cn2c(CNS(=O)(=O)c3ccc([N+](=O)[O-])cc3)nc3cccnc32)cc1 | -19% | 7%
COc1ccc(OC)c(CNC(=O)c2ccc(Sc3ccc(C)cc3)c(N)c2)c1 | -7% | 25%
COC(=O)C1=C(c2ccccc2)c2ccccc2S(=O)(=O)N1CC(=O)Nc1ccccc1C(F)(F)F | 12% | -24%
COc1ccc(Cl)cc1NC(=O)CCN1C(=O)c2ccccc2Sc2ncccc21 | 13% | 12%
COc1ccccc1CNC(=O)c1oc2ccc(S(=O)(=O)N3CCCCC3)cc2c1C | 9% | 35%
Cc1oc2ncn(C)c(=O)c2c1C(=O)N(Cc1ccccc1)C(C)C | -3% | 4%
Cc1c(C(=O)NCc2ccccc2Cl)sc2nc3n(c(=O)c12)CCCCC3 | -41%[inhibitor] | ?
COc1ccc(Cl)cc1NC(=O)N1CCC2(CC1)Oc1ccccc1C(=O)N2Cc1ccc(F)cc1 | -15% | 15%
COc1ccc(-c2nn3c(=O)cc(CN4CCN(C(=O)/C=C/c5ccccc5)CC4)nc3s2)cc1 | -8% | 12%
COc1cc(Cl)c(C)cc1NC(=O)Cn1ncc2c1-c1cc(C)ccc1OC2 | 8% | 6%
CC(C)CCNC(=O)c1ccc2c(c1)N(Cc1ccccc1F)C(=O)c1ccccc1S2=O (centres undefined) | 5% | 36%
CCCNC(=O)CSc1c(CCC)cnc2c1c(=O)n(C)c(=O)n2C | -14% | -7%
CCc1ccc(CNC(=O)c2ccc(Cn3c(=O)c4cccn4c4cccnc43)cc2)cc1 | -4% | -6%
COc1ccc(-c2nc3c(c(SCc4cc(C)ccc4C)n2)Cc2c(CO)cnc(C)c2O3)cc1 | 12% | 2%
